High-throughput results (PubChem)
CHOP inhibitor: blocks CHOP induction under ER stress; CHO-K1 CHOP-promoter luciferase, tunicamycin-induced, 15-18 h; inhibition, % at 10 µM; actives 3.8% (n = 220,000);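 active = compounds that reduced the stress-induced luciferase reporter signal by more than about 70% of percent inhibition, limit read from the data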;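 also: 0% = tunicamycin plus vehicle and 100% = wells without tunicamycin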
PGE2 EP2 inh: blocks the human prostaglandin E2 receptor EP2; inhibition, % at 25 µM; actives 0.52% (n = 260,000); P43116; C6 glioma cells expressing human EP2, cAMP TR-FRET; cells stimulated with saturating PGE2; AID 1422;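 active = percent inhibition above 40 after rounding to a whole number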;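 also: rat C6 glioma host cells with rolipram phosphodiesterase inhibitor present; the protocol text gives 20 µM as final concentration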
Target sequence (P43116 whole entry, looked up): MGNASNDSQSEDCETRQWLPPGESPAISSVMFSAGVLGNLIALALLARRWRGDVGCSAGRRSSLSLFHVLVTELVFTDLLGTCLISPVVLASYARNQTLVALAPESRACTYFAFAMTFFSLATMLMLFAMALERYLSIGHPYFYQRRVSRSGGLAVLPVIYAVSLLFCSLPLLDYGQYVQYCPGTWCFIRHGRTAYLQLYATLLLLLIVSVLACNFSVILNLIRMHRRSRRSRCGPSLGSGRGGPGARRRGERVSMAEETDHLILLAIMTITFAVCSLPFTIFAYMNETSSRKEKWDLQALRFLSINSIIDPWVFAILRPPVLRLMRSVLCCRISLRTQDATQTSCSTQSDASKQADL
TNF death inh: inhibitors of TNF-alpha induced necroptosis in Jurkat FADD-/- cells; Jurkat FADD-/- TNF necroptosis rescue, ATP luminescence, 24 h; 0 = TNF only, 100 = no-TNF cells; activation (protection from cell death), % at 10 µM; actives 0.068% (n = 220,000); AID 463075;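 active = activation, meaning protection from cell death, of at least 50% relative to plate controls; inactive = activation below 50%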;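 also: necroptosis triggered by 40 ng/mL TNF-alpha added together with compound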
Tb hexokinase: T. brucei hexokinase 1 inhibition | recombinant TbHK1, G6PDH-coupled NADH A340 | actives 0.11% (n = 220,000) | inhibition, % at 10 µM;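 active = inhibition of 50% or more in the single-dose primary screen; inactive = inhibition below 50%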
PPC-1+TRAIL kill: kills PPC-1 cancer cells in the presence of TRAIL | actives 0.41% (n = 220,000) | PPC-1 cells + TRAIL, ATPLite viability luminescence | cell killing (% activity), % at 4 µM;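 active = cell killing above 50% in the first pass at 4 µM, then a duplicate retest at 5 µM averaging 50% or more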;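 also: plate controls were cells with TRAIL plus DMSO for no effect and medium-only wells lacking cells for full effect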
Wee1 stabilizer: inhibitors of human Wee1 degradation; reporter increase, % at 5 µM; AID 1321; HeLa Luc-Wee1K328M stability, luciferase luminescence; 100% = proteasome inhibitor MG132 effect; actives 1.2% (n = 220,000); P30291;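 active = activation above the mean of all tested compounds plus 3 SD, set per screening run, cut at about 8.8% in these data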;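 also: cells exposed to compound for 20 h before luminescence read; 0% = DMSO alone and 100% = MG132 at 30 µM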
FXIIa inh: inhibitors of human coagulation factor XIIa; P00748; purified FXIIa, Boc-QGR-AMC fluorogenic substrate, 2 h; inhibition, % at 5 µM; actives 0.3% (n = 220,000); in the data active = inhibition above about 40%;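 also: 0% = enzyme with no compound and 100% = blank without enzyme; many of its hits are not listed in these tables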
zVAD death inh: blocks zVAD induced death of L929 cells. L929 zVAD necroptosis rescue, ATP luminescence, 24 h; with zVAD 60 µM. AID 1377. viability rescue, % at 10 µM. actives 0.38% (n = 220,000);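 active = activation, scaled between plate controls, above about 75%, limit read from the data; inactive = activation under that limit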;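 also: 0% = zVAD with DMSO and 100% = DMSO alone without zVAD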
FXIa inh: blocks human coagulation factor XIa protease activity; P03951; purified FXIa, Boc-Glu-Ala-Arg-AMC fluorogenic substrate; inhibition, % at 5 µM; actives 0.14% (n = 220,000); AID 798;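 active = inhibition of at least 40%; inactive = inhibition below 40%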;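 also: fluorescence of freed AMC excited at 355 nm; 0% = enzyme without compound and 100% = no enzyme blank; many of its hits are not listed in these tables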
Target sequence (P03951 19-387 limits assumed): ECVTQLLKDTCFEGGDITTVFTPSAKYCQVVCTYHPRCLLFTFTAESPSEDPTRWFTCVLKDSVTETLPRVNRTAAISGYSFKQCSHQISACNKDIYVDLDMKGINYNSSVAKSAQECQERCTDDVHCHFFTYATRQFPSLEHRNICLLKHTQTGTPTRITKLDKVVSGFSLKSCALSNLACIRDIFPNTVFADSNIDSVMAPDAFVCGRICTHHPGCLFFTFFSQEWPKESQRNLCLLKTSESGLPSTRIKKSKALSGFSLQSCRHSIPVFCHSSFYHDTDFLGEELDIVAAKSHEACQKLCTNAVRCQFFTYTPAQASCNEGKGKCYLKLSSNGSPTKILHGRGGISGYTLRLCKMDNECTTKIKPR
Target sequence (P03951 388-625 limits assumed): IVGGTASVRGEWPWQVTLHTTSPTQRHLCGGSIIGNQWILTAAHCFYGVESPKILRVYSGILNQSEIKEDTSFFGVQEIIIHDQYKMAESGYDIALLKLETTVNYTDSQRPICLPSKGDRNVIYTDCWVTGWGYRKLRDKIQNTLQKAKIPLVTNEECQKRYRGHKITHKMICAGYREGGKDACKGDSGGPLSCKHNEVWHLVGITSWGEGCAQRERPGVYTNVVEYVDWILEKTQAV
* marks the source's active call; other numbers are inactive results; · = not tested or not shown; & = joins results of further samples.

Every second line gives: CHOP inhibitor	PGE2 EP2 inh	TNF death inh	Tb hexokinase	PPC-1+TRAIL kill	Wee1 stabilizer	FXIIa inh	zVAD death inh	FXIa inh
1	COc1ccc(/C=N/NS(=O)(=O)c2ccccc2)cc1OS(=O)(=O)c1ccc(C)cc1
→ 43	10	1.4	8	-1	2	-19	-0.3	-8
2	Cc1ccc(NC(=O)CN(C)C(=O)CN2C(=O)NC(C)(c3ccccc3)C2=O)cc1 (stereo not given)
→ -11	6	-7.2	0	-3	0	20	-0.6	16
3	CCn1nnc(NC(=O)c2ccccc2Br)n1
→ 28	1	-1.2	-2	7	2	-4	-0.4	-6
4	O=C(Nc1ccc(CSc2ccccc2)cc1)c1ccccc1
→ 2	6	0.3	-2	8	-1	3	0.3	-2
5	CCCCN(CCCC)C(=O)c1ccccc1NC(=O)CN1C(=O)c2ccccc2C1=O
→ 40	9	0.7	-5	8	1	17	-0.1	4
6	COc1ccc2nc(NC(=O)CSc3nc(C)cc(C)n3)sc2c1
→ -1	15	1.8	-11	2	-1	4	-0.4	2
7	CN1C(=O)/C(=C2\SC(=S)N(C(CCC(=O)O)C(=O)O)C2=O)c2ccccc21 (stereo not given)
→ 32	29	2.9	-10	20	0	11	1.2	13
8	CCOc1cc(Br)ccc1S(=O)(=O)NCc1ccccc1
→ 11	·	-4.6	4	-12	-2	19	0.4	5
9	N#Cc1c(NC(NC(=O)c2ccco2)C(=O)c2ccccc2)sc2c1CCCC2 (stereo not given)
→ 50	5	-0.2	-3	29	4	13	-0.1	5
10	Cn1c(SCc2nc(-c3ccccc3)no2)nnc1-c1ccco1
→ -17	14	-1.4	1	10	-1	5	-0.1	-3
11	Cc1ccc(NNC(=O)c2cc(C)on2)c(C)c1
→ -1	11	-2.1	-5	5	8	9	-0.3	0
12	CCn1c(SCC(=O)Nc2ccc(C)cc2)nc2nc3c(cc2c1=O)COC(C)(C)C3
→ 30	8	1.3	-14	9	0	7	0.2	9
13	CCOC(=O)c1c(NC(=O)C2CC2)sc(C)c1CC
→ 38	5	0.8	-2	11	1	13	0.9	3
14	Clc1cc(NCc2cccs2)ccc1N1CCOCC1
→ -14	12	1.4	-5	-14	1	1	1.4	-5
15	Cc1nc2ccccc2n1CC(=O)NC1CCCC1
→ 18	7	-0.9	0	9	-1	2	1.0	-5

Reformatted in transposed form: 14 of the compounds above
(2) Cc1ccc(NC(=O)CN(C)C(=O)CN2C(=O)NC(C)(c3ccccc3)C2=O)cc1 (stereo not given)
(3) CCn1nnc(NC(=O)c2ccccc2Br)n1
(4) O=C(Nc1ccc(CSc2ccccc2)cc1)c1ccccc1
(5) CCCCN(CCCC)C(=O)c1ccccc1NC(=O)CN1C(=O)c2ccccc2C1=O
(6) COc1ccc2nc(NC(=O)CSc3nc(C)cc(C)n3)sc2c1
(7) CN1C(=O)/C(=C2\SC(=S)N(C(CCC(=O)O)C(=O)O)C2=O)c2ccccc21 (stereo not given)
(8) CCOc1cc(Br)ccc1S(=O)(=O)NCc1ccccc1
(9) N#Cc1c(NC(NC(=O)c2ccco2)C(=O)c2ccccc2)sc2c1CCCC2 (stereo not given)

Assay by compound,2,3,4,5,6,7,8,9
CHOP inhibitor,-11,28,2,40,-1,32,11,50
PGE2 EP2 inh,6,1,6,9,15,29,·,5
TNF death inh,-7.2,-1.2,0.3,0.7,1.8,2.9,-4.6,-0.2
Tb hexokinase,0,-2,-2,-5,-11,-10,4,-3
PPC-1+TRAIL kill,-3,7,8,8,2,20,-12,29
Wee1 stabilizer,0,2,-1,1,-1,0,-2,4
FXIIa inh,20,-4,3,17,4,11,19,13
zVAD death inh,-0.6,-0.4,0.3,-0.1,-0.4,1.2,0.4,-0.1
FXIa inh,16,-6,-2,4,2,13,5,5

(10) Cn1c(SCc2nc(-c3ccccc3)no2)nnc1-c1ccco1
(11) Cc1ccc(NNC(=O)c2cc(C)on2)c(C)c1
(12) CCn1c(SCC(=O)Nc2ccc(C)cc2)nc2nc3c(cc2c1=O)COC(C)(C)C3
(13) CCOC(=O)c1c(NC(=O)C2CC2)sc(C)c1CC
(14) Clc1cc(NCc2cccs2)ccc1N1CCOCC1
(15) Cc1nc2ccccc2n1CC(=O)NC1CCCC1

Assay by compound,10,11,12,13,14,15
CHOP inhibitor,-17,-1,30,38,-14,18
PGE2 EP2 inh,14,11,8,5,12,7
TNF death inh,-1.4,-2.1,1.3,0.8,1.4,-0.9
Tb hexokinase,1,-5,-14,-2,-5,0
PPC-1+TRAIL kill,10,5,9,11,-14,9
Wee1 stabilizer,-1,8,0,1,1,-1
FXIIa inh,5,9,7,13,1,2
zVAD death inh,-0.1,-0.3,0.2,0.9,1.4,1.0
FXIa inh,-3,0,9,3,-5,-5

Next compounds
Every second line gives: CHOP inhibitor	PGE2 EP2 inh	TNF death inh	Tb hexokinase	PPC-1+TRAIL kill	Wee1 stabilizer	FXIIa inh	zVAD death inh	FXIa inh
16	CC/C(=N/NC(=O)c1ccc(Br)o1)c1ccc(Cl)cc1
→ 25	11	-1.0	-6	-7	1	1	0.8	0
17	O=C(c1cnn2ccccc12)N(Cc1ccco1)C1CCCC1
→ -10	8	-1.8	5	-6	-2	8	1.0	-1
18	O=S(=O)(c1ccc2c(c1)N(Cc1ccc(Cl)cc1)C1CCCN21)N1CCOCC1 (stereo not given)
→ 11	6	-3.3	1	8	-1	-4	-0.4	-13
19	CC(O)CNCCNCc1c(OCc2ccccc2)ccc2ccccc12 (stereo not given)
→ -32	13	-6.9	-3	25	0	10	-0.4	-4
20	COc1cccc(C2NC(=O)NC(O)(C(F)(F)F)C2C(=O)c2cccnc2)c1OC (stereo not given)
→ -5	8	1.4	1	-2	4	6	-0.2	1
21	CCOc1cc(/C=N/NC(=O)Nc2ccccc2)ccc1O
→ -12	9	4.3	-1	18	-3	13	74	2
22	CC(C)CNS(=O)(=O)c1ccc2c(c1)OCCO2
→ 7	15	-0.7	-4	4	0	7	0.3	-8
23	COc1cc(Cl)c(C)cc1NC(=O)COC(=O)C(NS(=O)(=O)c1ccc(Cl)cc1)C(C)O (stereo not given)
→ 35	15	0.6	-9	11	2	12	0.1	0
24	CCCc1nc(SCC(=O)N2c3ccccc3CC2C)c2c(C)c(C)sc2n1 (stereo not given)
→ 17	11	-0.1	12	3	-1	15	1.4	3
25	COc1ccc(NC(=O)CSc2nnc(NC(=O)c3ccc(S(=O)(=O)N4CCOCC4)cc3)s2)cc1
→ 2	5	-0.7	5	27	2	-1	1.3	-2
26	CC(=O)/C(=C(/O)c1ccccc1)c1nc2ccccc2[nH]1
→ 11	15	3.2	-12	-2	0	8	74	-5
27	COc1cccc(/C=N/NC(=O)CSc2nnc(C)n2-c2ccccc2)c1OC
→ 23	8	-2.1	-4	-1	0	3	-0.3	-1
28	Cc1[nH]nc(SCC(=O)NCc2ccc(F)cc2)c1[N+](=O)[O-]
→ 0	3	1.9	-3	17	6	7	0.1	8
29	Cc1nn(Cc2ccc(Cl)cc2)c(C)c1NC(=O)CSc1n[nH]c(C)c1[N+](=O)[O-]
→ 49	5	2.7	-13	-5	2	1	2.3	1
30	CCOc1cc(OCC)cc(C(=O)Nc2cccnc2)c1
→ 12	7	1.3	3	4	2	17	5.7	5
31	CCOC(=O)c1cccc(NC(=O)CSc2nc(N)cc(N)n2)c1
→ 14	1	-1.1	2	9	-4	13	0.8	7
32	COC(=O)c1cn(NC(=O)C2CCC(C(C)(C)C)CC2)c(=O)c2ccccc12 (stereo not given)
→ 69	4	-1.2	-5	-6	-3	10	0.4	-1
33	Cc1ccn(C(=O)c2cc3c(C)nn(-c4ccccc4)c3s2)n1
→ 14	9	-1.1	-14	3	2	2	-0.3	-10
34	COc1ccccc1N(C)S(=O)(=O)c1ccc(C(=O)N(CC(N)=O)C(C)C)cc1
→ -35	2	-1.3	-8	5	-3	-11	-0.5	-4
35	COC(=O)c1c(NC(=O)CSc2nnc(-c3ccco3)n2C)sc(C)c1C
→ 4	8	-0.4	-9	27	2	7	0.1	-5
36	COc1c(NC(C)=O)c2ccccc2c2ccccc12
→ 15	1&18	0.0	-1	9	-1	6	0.0	-4
37	Cc1ccc(-n2c(SCC(=O)Nc3ncc(Cl)cc3Cl)nc3ccccc32)cc1
→ 49	6	-0.7	43	21	4	21	0.5	20
38	CCOc1ccc(N(CCC#N)S(=O)(=O)c2ccc(OC)cc2)cc1
→ 41	11	-9.1	5	12	-1	7	0.3	-5
39	CS(=O)(=O)NCCCCCCNS(C)(=O)=O
→ -34	2	0.5	-2	-6	0	0	0.4	-4
40	O=[N+]([O-])c1ccc2c(c1)/C(=N\O)c1ccccc1-2
→ 47	8	-6.6	-22	-5	0	13	8.6	2
41	CCOc1ccc(C(=O)OCCCN(C)C)cc1
→ -14	10	2.3	4	18	-1	0	0.1	-2
42	Cc1ccc(CNC(=O)C23CN(Cc4ccccc4)CC2C(c2ccc([N+](=O)[O-])cc2)=NO3)cc1 (stereo not given)
→ 46	13	-2.5	7	10	-4	-5	0.7	-5
43	FC(F)(F)c1cccc(NC(=S)N2CCCCCC2)c1
→ 48	9	0.5	0	12	-5	6	0.0	6
44	CC(=O)N1N=C(c2cccc(NS(C)(=O)=O)c2)CC1c1cccs1 (stereo not given)
→ 9	3	0.0	-7	13	1	7	1.3	-8
45	COc1ccc2cc(N=Cc3nc(-c4ccc(C)cc4)oc3O)cnc2c1
→ -12	4	0.4	-23	9	0	7	0.2	-2
46	Cc1ccc(-n2c3nc(=O)[nH]c(=O)c-3cc3cc([N+](=O)[O-])ccc32)cc1
→ 30	5	-9.8	-8	18	0	10	-1.3	5
47	N#Cc1cccn1-c1nccc(-c2cccs2)n1
→ 29	5	0.8	-15	18	1	6	74	-4
48	O=C(Cc1ccc(-n2cccc2)cc1)N1CCN(c2ccccc2F)CC1
→ -3	·	-0.1	6	-1	-5	18	0.9	7
49	COCCN1CC(=O)N(c2cccc(C)c2C)C(c2ccc(Cl)cc2)C1=O (stereo not given)
→ 7	16	-2.8	-1	32	2	12	-0.5	10
50	NC(N)=Nc1nc2ccc(Cl)cc2c(=O)[nH]1
→ -3	1	1.8	-7	17	2	10	29	6
51	O=C(Cc1ccccc1)N1CCNCC1
→ 17	5	1.0	2	30	-1	7	0.4	4
52	NC(=O)Cc1ccc(Nc2nnc(-c3ccc(O)cc3)c3ccccc23)cc1
→ -12	8	-0.4	-24	0	-1	4	3.9	21
53	COc1ccc(CNC(=O)C(C#N)c2nc3ccccc3nc2N2CCN(C)CC2)cc1 (stereo not given)
→ -10	10	-0.6	-12	-4	3	16	0.4	-3
54	Cc1c(C(=O)NCc2ccc3c(c2)OCO3)oc2ccc(S(=O)(=O)N3CCC(C)CC3)cc12
→ 44	4	-0.8	2	22	1	11	0.4	13
55	CCSC1=NSC2=NC(=O)/C(=C\c3coc4ccccc4c3=O)C(=N)N12
→ -13	12	-0.3	-9	-27	-1	14	0.9	19
56	COc1cc(C(=O)NCc2nnc(SCC(=O)N3CCCc4ccccc43)o2)cc(OC)c1OC
→ 19	5	0.1	2	19	-4	4	-1.7	-4
57	CC(C)(C)NCCOc1ccc(Br)cc1
→ 5	16	0.7	-5	-2	6	8	-0.4	-6
58	O=C(CN1CCN(Cc2ccccc2)CC1)Nc1ccc(S(=O)(=O)N2CCOCC2)cc1
→ -1	5	2.1	-4	30	0	8	1.6	7
59	Cc1c(O)ccc(NS(=O)(=O)c2ccccc2)c1C
→ 11	7	-0.4	-1	-4	0	·	1.9	-2
60	CCCC(=O)Nc1ccc(-c2csc(NNC(C)=O)n2)cc1
→ 11	8	1.7	-2	4	8	11	0.2	1
61	O=C(Nc1ccccc1C(=O)NCc1ccccc1)c1ccco1
→ 27	8	1.1	-3	-4	-2	-2	0.6	2

Some of the compounds tested, so the mix of outcomes need not match the whole.
